NS5 inhibitors = Dengue-2 NS5 methyltransferase inhibitors, primary screen, biochemical, confirmation dose response (AID 588689). one-dose inhibition, % at 25 µM; IC50 in µM for titrated hits. Dengue-2 NS5 methyltransferase capping enzyme assay, biochemical; higher % means a stronger effect. actives 0.3% (n = 340,000); in the data active = a potency from the dose series; inconclusive = inhibition above about 29% without an active follow-up result
NTR1 agonist = NTR1-driven beta-arrestin-GFP spot formation – imaging, U2OS cells, high content, primary screen (AID 493036) | agonist mode | actives 0.17% (n = 330,000) | P30989 | activation, % at 20 µM;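 active = activation at or above 40% of the spot to cytoplasm intensity ratio, with at least 20 cells analyzed; inconclusive = wells under 20 cells, flagged as cytotoxic or low count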;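 note: 0% = DMSO without peptide and 100% = 100 nM NTR1 peptide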
Target sequence (P30989 whole entry, looked up): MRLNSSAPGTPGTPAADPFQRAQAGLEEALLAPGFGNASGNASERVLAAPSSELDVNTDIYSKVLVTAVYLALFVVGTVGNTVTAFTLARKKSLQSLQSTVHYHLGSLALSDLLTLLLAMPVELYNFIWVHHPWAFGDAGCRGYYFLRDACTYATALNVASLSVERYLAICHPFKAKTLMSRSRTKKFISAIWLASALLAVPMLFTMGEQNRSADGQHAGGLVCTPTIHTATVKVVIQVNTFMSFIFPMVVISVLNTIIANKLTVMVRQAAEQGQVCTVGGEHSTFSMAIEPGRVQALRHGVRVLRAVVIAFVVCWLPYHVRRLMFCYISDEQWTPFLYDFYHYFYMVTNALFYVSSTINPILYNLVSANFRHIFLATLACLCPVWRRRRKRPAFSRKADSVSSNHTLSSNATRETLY
WT yeast gro inh = growth inhibition of WT yeast, mitochondrial fusion screen | mitochondrial fusion phenotypic screen, WT strain | inhibition, % at 10 µM | actives 2.1% (n = 190,000) | AID 1362; in the data active = inhibition above about 58%; tested in S. cerevisiae
Autophagy mod = modulators of autophagy | calls only at 10 µM (by protocol) | AID 463193 | actives 0.98% (n = 190,000) | MEF GFP-LC3 puncta imaging; test concentration mostly 10 µM;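 active = percentage of spot-positive cells more than 3 SD above its plate mean, without a fluorescence outlier flag or 80% toxicity; inconclusive = no clear call, values can overlap the other calls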;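 note: spot-positive cell cutoff set from DMSO-treated cells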
GPR35 antagonists = GPR35 antagonists blocking zaprinast-driven arrestin recruitment, primary screen, imaging, U2OS, beta-arrestin-GFP, zaprinast agonist (AID 2058); U2OS GPR35 beta-arrestin-GFP translocation imaging, zaprinast antagonism; higher % means a stronger effect; inhibition, % at 10 µM; hits with a dose series show IC50 in µM; actives 0.052% (n = 290,000);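 active = inhibition of at least 50% with at least 30 cells and total cytoplasm GFP at most 10,000,000; inconclusive = under 30 cells or total GFP of 10,000,000 plus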
AID2073 = disruptors of CaV2.2 binding to Mint1 – biochemical, HTRF (AID 2073); HTRF protein-protein interaction, Mint1-CaV2.2; higher % means a stronger effect; inhibition, % at 20 µM; hits with a dose series show IC50 in µM; actives 0.19% (n = 290,000); in the data active = inhibition mostly above about 51%, no sharp cut-off; inconclusive = no clear call, values can overlap the other calls; inactive = mostly below about 53%; note: some results filed as inactive read as strong as hits
UTI89 phage lysis = inhibition of K1F phage lysis, E. coli UTI89, bacterial capsule biogenesis inhibitors, alamar blue (AID 488966) | actives 0.02% (n = 340,000) | inhibition, % at 100 µM, or IC50 in µM where a hit was titrated | E. coli UTI89 K1F phage lysis, alamar blue, 2 h; higher % means a stronger effect;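 active = phage lysis inhibition, versus mean bacterial control, above a set limit; inconclusive = no clear call, values can overlap the other calls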;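 note: capsule biogenesis inhibitors block K1F phage lysis so surviving cells raise fluorescence; higher fluorescence means more inhibition of phage lysis; actives were called in the ten point dose series up to 300 µM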
RSV CPE inhibition = RSV antiviral activity via CPE protection, HEp-2 cells, primary 10 µM value included (AID 2391); actives 0.13% (n = 310,000); CPE inhibition, % at 10 µM; hits with a dose series show IC50 in µM; HEp-2 cells, RSV-induced CPE inhibition; higher % means a stronger effect; in the data active = a potency from the dose series; inconclusive = CPE inhibition mostly from about 23% at the one dose, without a potency; inactive = the rest, 99 in 100 with CPE inhibition below about 21%; note: strong numbers were not always called active
LYP inhibition = inhibitors of LYP phosphatase, biochemical, fluorescence intensity, uHTS (AID 1779). recombinant LYP phosphatase, fluorescence intensity; higher % means a stronger effect. one-dose inhibition, % at 11.5 µM; IC50 in µM for titrated hits. actives 0.054% (n = 290,000); in the data active = inhibition above about 50%;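 note: plate controls were vehicle with enzyme for no effect and no enzyme for full effect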
WT yeast gro inh mutant strain = also measured in WT yeast gro inh; calls as there; inhibition, %; mitochondrial fusion phenotypic screen, mutant strain inhibition
Autophagy mod cell loss 18 h = recorded beside Autophagy mod, whose call it bears; toxicity, %; measured here: cell loss, nuclei count;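 cell loss after 18 h compound exposure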
NTR1 agonist cell count 20 µM = also measured in NTR1 agonist; calls as there; cell count; measured here: cell count, cytotoxicity flag
Numbers without * were called inactive; i = inactive; u = inconclusive; x = not tested or not shown; [ ] = remark or other dose.

SMILES	NS5 inhibitors	NTR1 agonist	NTR1 agonist cell count 20 µM	WT yeast gro inh	WT yeast gro inh mutant strain	Autophagy mod	Autophagy mod cell loss 18 h	GPR35 antagonists	AID2073	UTI89 phage lysis	RSV CPE inhibition	LYP inhibition
NS(=O)(=O)c1ccc(NCC2COc3ccccc3O2)c([N+](=O)[O-])c1 (centres undefined)	-3%	0.3	41	-35	-16	i	15	-17%	15%	-0.1%	u	2%
COc1ccc2[nH]c(=O)c(CN(CC3CCCO3)C(=S)Nc3ccccc3)cc2c1 (centres undefined)	-5%	-0.3	41	0	-19	i	17	15%	-17%	1.4%	2.0%	0%
O=C(NC1CCCCC1)c1nc2c(nnn2Cc2ccccc2Cl)c(=O)[nH]1	4%	4.0	54	11	5	i	-6	-1%	4%	-1.4%	2.8%	-2%
O=C(c1ccco1)c1nc2c(n1O)CCCCC2	4%	1.5	55	1	-20	i	31	17%	-1%	1.1%	0.2%	-2%
CCn1nnnc1SCC(=O)Nc1nc(C)c(C)s1	-4%	-0.9	88	9	5	i	5	-2%	-9%	4.5%	0.9%	-3%
O=C(Nc1ccccc1C(=O)O)c1cc(S(=O)(=O)Nc2ccccc2)ccc1Cl	-1%	0.2	60	x	x	x	x	-6%	8%	0.7%	1.9%	-7%
Cc1ccc(-c2nc3ccccc3o2)cc1NC(=S)NC(=O)c1cccs1	7%	5.0	43	-27	-123	i	1	9%	24%	0.1%	5.3%	1%
O=C(CCN1C(=O)/C(=C/c2ccc(Cl)cc2)SC1=S)Nc1ccc(C(=O)O)cc1	20%	4.1	84	x	x	x	x	6%	6%	-0.1%	-0.5%	2%
CCCc1ccc(Oc2cc(NN3CCCCC3)c([N+](=O)[O-])cc2[N+](=O)[O-])cc1	2%	4.2	97	x	x	x	x	12%	14%	0.6%	1.2%	-12%
Cn1c(=O)c(=O)n(C)c2cc(N3CCCC3)c(NS(=O)(=O)c3ccc(F)cc3)cc21	-5%	-1.0	61	x	x	x	x	-3%	11%	-0.1%	0.4%	-7%
Cc1nnc(C)n1N	0%	1.8	55	-4	6	i	7	-4%	11%	0.6%	-0.1%	-2%
O=C(N/N=C/c1ccc(OC(=O)c2cccc(Br)c2)cc1)c1cccnc1	-5%	0.0	41	x	x	x	x	-16%	-12%	0.3%	2.4%	-6%

Fetched by compound from above:
SMILES	NS5 inhibitors	NTR1 agonist	NTR1 agonist cell count 20 µM	WT yeast gro inh	WT yeast gro inh mutant strain	Autophagy mod	Autophagy mod cell loss 18 h	GPR35 antagonists	AID2073	UTI89 phage lysis	RSV CPE inhibition	LYP inhibition
CCCc1ccc(Oc2cc(NN3CCCCC3)c([N+](=O)[O-])cc2[N+](=O)[O-])cc1	2%	4.2	97	x	x	x	x	12%	14%	0.6%	1.2%	-12%
O=C(CCN1C(=O)/C(=C/c2ccc(Cl)cc2)SC1=S)Nc1ccc(C(=O)O)cc1	20%	4.1	84	x	x	x	x	6%	6%	-0.1%	-0.5%	2%

The listing continues:
SMILES	NS5 inhibitors	NTR1 agonist	NTR1 agonist cell count 20 µM	WT yeast gro inh	WT yeast gro inh mutant strain	Autophagy mod	Autophagy mod cell loss 18 h	GPR35 antagonists	AID2073	UTI89 phage lysis	RSV CPE inhibition	LYP inhibition
Cc1nnc(SCC(=O)N2CCN(Cc3ccccc3)CC2)s1	3%	-0.3	86	19	25	i	-2	18%	15%	4.8%	0.5%	-5%
CC(=O)c1ccc(NC(=O)c2c(C)nn(-c3ccccc3)c2Cl)cc1	-3%	1.1	88	11	-8	i	13	25%	-3%	-0.1%	0.7%	-5%
COc1ccc(OC)c(-c2cc(C(=O)N/N=C(\C)c3cccnc3)c3ccccc3n2)c1	2%	2.2	62	x	x	x	x	1%	10%	1.5%[50 µM]	2.4%	-5%
C#CCOCCOCCOCCNc1nc(N2CCN(C(=O)Cn3cc(CCCN=C(N)N)nn3)CC2)nc(N2CCN(C(=O)[C@H]([C@@H](C)O)n3cc(CCCCN)nn3)CC2)n1	-2%	-4.6	99	x	x	x	x	x	x	0.0%	0.2%	x
Cc1nn(C)c(C)c1CN(C)C(=O)c1cc2n(n1)C(C(F)(F)F)CC(c1cccs1)N2 (centres undefined)	-1%	-0.3	43	-2	-4	i	6	-2%	3%	1.2%	-1.0%	0%
O=C(CSCc1ccccc1Cl)NCCSc1ccccn1	-6%	-0.4	29	-6	-5	i	-2	-6%	-6%	0.4%	-0.2%	-9%
COc1ccc(CCn2c(NN)nc3c2c(=O)[nH]c(=O)n3C)cc1	16%	0.5	47	x	x	x	x	2%	0%	-1.2%	1.5%	-2%
CC(C)N(C(=O)COC(=O)c1cccc(N(C)C)c1)c1ccccc1	-2%	1.2	39	x	x	x	x	21%	10%	0.2%	3.7%	-4%
COc1ccc(C(CNC(=O)Cc2ccccc2)N2CCCCC2)cc1 (centres undefined)	6%	-1.0	33	x	x	x	x	-5%	6%	0.4%	-0.3%	-4%
CN(CC(=O)Nc1cccc2c1CCCC2)S(=O)(=O)c1ccc(Cl)cc1	-1%	-0.7	66	2	5	i	0	24%	0%	2.4%	2.4%	0%
Cc1cnc(SCCc2ccncc2)nc1C	x	-0.8	70	5	-15	i	-12	-5%	5%	x	1.0%	0%
Cc1ccc(C(C)C)c(OCc2nnc3n2CCCCC3)c1	-3%	-0.6	100	-1	-50	i	-11	-3%	0%	4.1%	2.8%	-9%
CCc1nnc(NC(=O)CSc2nc3c(c(=O)n2CC)SC(C)C3)s1 (centres undefined)	1%	1.1	99	10	1	i	2	-6%	0%	1.1%	0.6%	-1%
C=CCn1cc(Cl)c(=O)n(CC=C)c1=O	-5%	-0.6	46	14	8	i	-1	19%	22%	-2.6%	2.4%	-5%
C/C=C(\C)CN1CCCC(N(C)CCc2ccc(OC)c(OC)c2)C1 (centres undefined)	-2%	-1.0	62	x	x	x	x	-11%	1%	-2.2%	-0.5%	-9%
CCn1c(C)cc(/C=C2/NC(=O)N(c3ccccc3)C2=O)c1C	-20%	-0.8	98	-7	11	i	26	-4%	13%	0.3%	8.1%	6%
Cc1cc(C)c(OCC(=O)Nc2ccc(S(=O)(=O)N3CCCC3)cc2)c(C)c1	4%	3.6	45	x	x	x	x	x	x	-0.1%[50 µM]	1.9%	x
O=C(O)c1cc(NC(=O)c2cccc(N3C(=O)c4ccccc4C3=O)c2)cc(C(=O)O)c1	-8%	0.4	69	x	x	x	x	10%	5%	1.5%[50 µM]	1.8%	4%
CC(=O)C1=C(O)CCCC1=NCc1nc2ccccc2[nH]1	0%	-0.3	53	-1	-2	i	4	6%	-14%	-0.5%	2.2%	-13%
CCNc1ccccc1C(=O)O	-7%	0.1	94	x	x	x	x	-1%	0%	2.3%	0.9%	-6%
N=C1C(=O)OCC1c1cc(Cl)ccc1NC(=O)Nc1ccccc1 (centres undefined)	-17%	-0.1	79	6	8	i	12	-13%	14%	-0.1%	-1.9%	-5%
COc1ccc([C@@H]2CC(=O)c3c(O)cc(O[C@@H]4OC(CO[C@@H]5OC(C)[C@H](O)[C@H](O)C5O)[C@@H](O)[C@@H](O)C4O)cc3O2)cc1O (some centres undefined)	-1%	-0.1	56	x	x	x	x	x	x	3.4%	-1.0%	x
CCCN1C(=O)/C(=C\C=C2/Sc3ccccc3N2CC)SC1=S	x	x	x	13	6	i	19	14%	-13%	x	x	-7%
CC1CC(C)CN(CC(=O)NCCc2ccc(S(N)(=O)=O)cc2)C1 (centres undefined)	-2%	0.0	59	-2	6	i	4	-7%	-2%	0.5%	1.3%	1%
Cc1cc(NC(=NC2CC2)c2ccccc2)n(-c2ccccc2)n1	-3%	-0.4	44	-4	5	i	-39	14%	-14%	0.1%	-1.1%	-6%
CCCCCCCCCn1cc(C(C)=O)c(=O)[nH]c1=O	-2%	-2.7	80	12	16	i	6	8%	3%	0.5%	-0.3%	-2%
CC(=C/C(=O)O)/C(=C\c1ccc(Br)o1)C(=O)O	5%	1.2	52	x	x	x	x	-5%	0%	0.1%	-0.1%	-2%
O=C(NC(Cc1ccccc1)C(=O)O)/C(=C/c1ccccc1)NC(=O)c1ccccc1 (centres undefined)	4%	1.8	29	-14	-9	i	5	3%	29%	2.4%[50 µM]	0.0%	-7%
O=C(O)c1csc(Br)c1Br	-1%	-0.4	48	14	12	i	15	5%	-6%	2.3%	5.6%	0%
NS(=O)(=O)c1ccc(Nc2nc(-c3ccc(O)cc3O)cs2)cc1	-1%	1.5	59	-9	-1	i	-1	5%	-23%	-0.1%	-1.8%	-4%
O=C(O)/C(=C\c1cccc(F)c1)c1ccc(S(=O)(=O)N2CCCC2)s1	4%	0.9	59	x	x	x	x	x	x	0.4%[50 µM]	-0.4%	x
CN(C)c1ccc(/C=N/NC(=O)c2ccc3c(c2)OCCO3)cc1	1%	0.2	62	x	x	x	x	-18%	16%	0.1%	2.5%	-7%
Cc1ccc(/C=C2/Sc3ccc(C(=O)N4CCN(C)CC4)cc3NC2=O)cc1	28%	2.1	61	x	x	x	x	18%	8%	1.1%	-4.0%	-2%
COc1ccc(CN2CCCC(C(=O)c3ccc(Cl)cc3)C2)cc1Cn1cncn1 (centres undefined)	-5%	-0.9	38	-20	-5	i	-9	-14%	-4%	0.3%	-1.1%	-4%
CC(C)OC(=O)CSc1nnc(Cc2ccccc2)n1Cc1ccco1	-6%	-1.4	75	3	7	i	0	-11%	9%	4.2%	-0.2%	-5%
COC(=O)CN(CCc1ccccc1)S(=O)(=O)c1ccc(OC)c(OC)c1	-2%	7.6	93	49	6	i	6	-14%	-12%	-0.2%	-0.2%	-5%
CCCSc1nc2c(c(=O)n1CC)SC(C)C2 (centres undefined)	3%	0.4	87	8	12	i	1	6%	4%	4.4%	3.6%	-2%
COCCNC(=O)C(=O)c1cc(C)n(-c2ccc([N+](=O)[O-])cc2)c1C	-5%	1.0	88	13	11	i	-27	-8%	7%	7.1%	0.2%	-2%
COc1cccc(OC)c1C(=O)Nc1ccc([N+](=O)[O-])cn1	-6%	3.4	71	-11	3	i	1	10%	-4%	4.1%	0.3%	12%
CCOC(=O)N1CCN(C(=O)c2cccc(-n3c(=S)[nH]c4cc(Cl)ccc4c3=O)c2)CC1	-2%	2.0	57	-10	-10	i	12	4%	-35%	6.4%	-0.8%	-2%
CC(C)NC(=O)c1ccc(CSCc2ccccc2Cl)o1	-6%	1.1	79	x	x	x	x	-21%	u	0.2%	4.4%	-9%
CCC(C(=O)NCc1ccc(C)o1)n1nc(C)c2c(C)n(-c3ccccc3)nc2c1=O (centres undefined)	-3%	0.0	72	x	x	x	x	14%	7%	0.1%	x	-11%
COc1ccc(N(C(=O)Cn2nnc3ccccc32)C(C(=O)NC(C)(C)C)c2ccc(OC)c(O)c2)cc1 (centres undefined)	2%	1.1	31	-11	2	i	-5	2%	-10%	-0.5%	1.1%	-10%
C=CCC(NC(=O)Cc1ccccc1)C(=O)NCCC (centres undefined)	0%	-1.3	54	x	x	x	x	x	x	0.4%	0.2%	x
COc1cccc(-c2nc3ccccc3s2)c1	0%	0.4	54	15	10	i	-2	-11%	4%	0.4%	1.9%	-6%

Compound activity: PubChem, several laboratories
